# High-throughput results: PubChem, several laboratories
# GALR2 antag – antagonists of human galanin receptor 2 (GALR2); hit rate 0.39% among 140,000; O43603; GALR2-expressing cells, antagonist mode; inhibition, % at 4 µM; in the data active = inhibition above about 27%;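 note: cells stimulated with galanin 1-16 at roughly its EC80; 0% = agonist challenge control and 100% = basal control without agonist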
# Target sequence (O43603 whole entry, looked up): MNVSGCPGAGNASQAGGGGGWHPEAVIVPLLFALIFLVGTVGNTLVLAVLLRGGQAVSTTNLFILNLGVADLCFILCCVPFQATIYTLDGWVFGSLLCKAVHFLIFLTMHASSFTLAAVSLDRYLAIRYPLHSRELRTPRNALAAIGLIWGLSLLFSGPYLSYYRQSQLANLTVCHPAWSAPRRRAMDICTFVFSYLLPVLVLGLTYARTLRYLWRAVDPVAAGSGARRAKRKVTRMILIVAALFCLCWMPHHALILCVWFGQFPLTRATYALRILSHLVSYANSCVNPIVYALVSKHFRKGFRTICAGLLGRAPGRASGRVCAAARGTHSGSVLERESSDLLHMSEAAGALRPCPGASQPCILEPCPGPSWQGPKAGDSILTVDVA
# Yeast lifespan up – yeast lifespan extension. S. cerevisiae growth with nicotinamide, OD615; deaD strain in restrictive glucose medium. inhibition of the nicotinamide effect, % at 10 µM. hit rate 0.68% among 130,000;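 active = inhibition above a set limit, placed 3 SD over the median of all compounds, cut at about 26% in these data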;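 note: 0% = nicotinamide-treated wells and 100% = cells grown without nicotinamide; some compounds called inactive have numbers as strong as hits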
#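 Material: Modified budding yeast, DeaD strain | Medium: Restrictive glucose medium | Probe or stimulus: 1.5 mM nicotinamide | Dosing: Single dose 10 µM compound, 0.25% DMSO | Times: 48 h at 30 °C | Technique: OD615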
# Phagocyt inh – macrophage phagocytosis inhibition; J774A.1 macrophage IgG-bead phagocytosis, imaging; inhibition, % at 5 µM; hit rate 0.07% among 110,000; AID 1029;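 active = inhibition above the mean of the plate negative controls plus 5 SD, cut at about 13% in these data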;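 note: phagocytic index as fraction of beads internalized from green versus red external bead signal; plate controls were DMSO negative control for no effect and cytochalasin-D positive control for full effect; some results beyond the cut were filed as inactive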
# BB579 growth dn – yeast BB579 growth reduction in restrictive medium. hit rate 0.51% among 140,000. inhibition, % at 10 µM. AID 804. S. cerevisiae BB579 growth, OD615, 48 h;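 active = inhibition above a set limit, 3 SD over the mean compound inhibition, cut at about 44% in these data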; note: inactives centre near -24
#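 Assay system – yeast BB579 (DeaD) · Dosing – single compound dose of 10 µM, 0.25% DMSO final · Detection – OD615 turbidity measurement · Buffer or medium – CSMM-D restrictive synthetic medium containing dextrose (glucose) · Benchmarks – positive control amphotericin B 10 µg/mL · Incubation – 48 h exposure, 30 °C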
# E-sel TNF inh – blocks E-selectin expression induced by TNF alpha; inhibition, % at 2 µM; hit rate 0.71% among 120,000; AID 1246; HUVEC TNFa-induced E-selectin immunofluorescence, high content;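 active = inhibition above the batch mean plus 3 SD, and confirmed as a hit on visual image review, cut at about 43% in these data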;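 note: 0% = TNF-stimulated DMSO wells and 100% = unstimulated control wells; not every result past the cut was called active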
# bCat KO growth – beta-catenin-lacking colon tumor cell growth suppression; HCT116 beta-catenin knockout viability, CellTiter-Glo, 60 h; active compounds read low; viability, % at 10 µM; AID 818; hit rate 1.5% among 140,000;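 active = viability at or under a set limit, the compound median less 4 SD, cut at about 6% in these data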;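 note: 0% = Hyamine 1622 control at 20 µM and 100% = untreated cell control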
# MRP1 act – activators of MRP-1; H69AR cells + doxorubicin, viability rescue, CellTiter-Glo; hit rate 0.61% among 140,000; AID 799; viability increase, % at 10 µM;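 active = viability gain under doxorubicin at or above a set limit, the compound median plus 3 SD, cut at about 4.7% in these data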;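 note: MRP-1 overexpressing cells given doxorubicin 25 µM after compound pretreatment; 18-22 h compound pretreatment then 72 h with doxorubicin before readout; 0% = doxorubicin-only wells and 100% = vehicle-treated cells without doxorubicin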
# PTEN del growth – growth suppressors of cells with PTEN tumor suppressor deletion; HCT116 PTEN-null viability, CellTiter-Glo, 60 h; active compounds read low; viability, % at 10 µM; hit rate 1.2% among 140,000;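 active = viability at or below a set limit, 4 SD under the median of all tested compounds, cut at about 3.7% in these data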;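 note: PTEN knockout HCT116 line with beta catenin targeted HCT116 as companion control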
# NPY Y2 blocker – antagonists of human neuropeptide Y receptor Y2. NPY-Y2 expressing cells, antagonist mode. hit rate 0.99% among 140,000. inhibition, % at 2.7 µM. AID 793. P49146; in the data active = inhibition above about 17%;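 note: 0% = vehicle with agonist challenge and 100% = reference antagonist with challenge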
# Target sequence (P49146 whole entry, looked up): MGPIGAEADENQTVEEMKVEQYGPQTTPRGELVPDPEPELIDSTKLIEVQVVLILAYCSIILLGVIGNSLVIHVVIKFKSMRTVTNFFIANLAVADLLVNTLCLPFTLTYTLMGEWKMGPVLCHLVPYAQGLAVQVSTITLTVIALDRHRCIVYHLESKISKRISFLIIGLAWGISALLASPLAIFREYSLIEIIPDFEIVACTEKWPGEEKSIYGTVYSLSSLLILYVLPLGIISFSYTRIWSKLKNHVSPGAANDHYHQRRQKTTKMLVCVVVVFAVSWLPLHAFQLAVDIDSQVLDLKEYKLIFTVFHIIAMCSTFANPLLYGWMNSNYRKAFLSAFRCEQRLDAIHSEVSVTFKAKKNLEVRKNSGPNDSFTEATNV
# Measles CPE – protection of cells from measles virus; hit rate 1.5% among 140,000; AID 841; protection (pct of control), % at 4 µM; Measles virus-infected cells, CPE protection, absorbance; in the data active = protection mostly above about 24%, no sharp cut-off; inactive = mostly below about 26%; note: some compounds called inactive have numbers as strong as hits
# An asterisk follows results filed as active; / = no result given.
Structure	Measles CPE	BB579 growth dn	GALR2 antag	NPY Y2 blocker	bCat KO growth	PTEN del growth	Phagocyt inh	E-sel TNF inh	Yeast lifespan up	MRP1 act
CC(=O)OCC(=O)[C@@]1(O)[C@H](C)C[C@H]2[C@@H]3CCC4=CC(=O)C=C[C@]4(C)[C@@]3(F)[C@@H](O)C[C@@]21C	14	-21	-14	1	94	103	/	-20	-4	10*
COC(=O)c1ccc(SCC(=O)NC2CCCCC2)c([N+](=O)[O-])c1	5	-57	4	2	90	91	4	27	-1	-0.9
CC(=O)c1cc2c(cc1NC(=O)CSc1nc3ccccc3o1)OCO2	2	13	-27	4	83	88	-1	23	-7	-3.0
Cc1onc(-c2c(F)cccc2Cl)c1C(=O)OCC(=O)NC(c1ccccc1)c1ccccc1	4	1	0	-1	86	81	-1	-1	-1	-0.5
C=CCN1C(=O)C(O)(CC(=O)c2ccc(OC)cc2OC)c2cc(Br)ccc21 (configuration not stated)	2	-29	14	2	74	81	-1	-2	-14	-1.8
Cn1c(NC(=O)COc2ccccc2)cc(=O)n(C)c1=O	2	-32	4	0	99	89	/	8	-8	-2.0
O=C1N(c2ccccc2)C2CS(=O)(=O)CC2N1c1ccc(Br)cc1 (configuration not stated)	13	1	-2	0	90	89	-2	100*	-12	0.2
CCOC(=O)C(NC(=O)c1ccccc1Cl)(Nc1ccc(C(F)(F)F)cc1)C(F)(F)F (configuration not stated)	20	-39	-25	5	85	73	-6	/	8	-4.1
Cc1ccccc1NC(=O)c1sc(Cl)nc1-c1ccccc1	16	6	5	4	75	70	0	3	-11	-1.8
C=CCNc1nc2c3ccccc3n(C(C)=O)c2s1	17	-2	7	0	87	86	0	/	-16	-1.4
O=C(NC1CCCCCC1)C1c2ccccc2C(=O)N1Cc1cccnc1 (configuration not stated)	8	-36	-4	1	90	98	-1	15	-2	-1.0
COc1ccc(CNC(=O)c2cccnc2Sc2ccc(C)c(C)c2)cc1	12	-47	-1	2	95	91	-5	1	3	-0.6
COc1ccc(C(=O)Nc2ccccc2C(=O)NC(C(=O)NCc2ccco2)C(C)C)cc1 (configuration not stated)	6	-47	-14	2	1.2*	2.0*	0	/	-28	-6.3
Cc1ccc(C2SCCN2C(=O)c2ccc([N+](=O)[O-])cc2)cc1 (configuration not stated)	1	-10	7	4	90	84	-4	-3	6	-1.7
Cc1cccc(S(=O)(=O)C(C#N)c2nc3ccccc3nc2N2CCCC2)c1 (configuration not stated)	20	-35	-3	3	77	85	-1	/	15	-3.5
CCOC(=O)C1=NNC2(c3ccc(Cl)cc3)C(=O)N(c3ccc(C)cc3)C(=O)C12 (configuration not stated)	16	-9	-9	1	88	89	-15	/	-1	-0.9
CC(=O)c1cccc(NC(=S)NCCC2=CCCCC2)c1	15	-4	-3	2	25	50	/	/	/	-6.3
COC(=O)c1[nH]c2ccccc2c1NC(=O)CCN1CCN(C2CCCCC2)CC1	10	-18	-3	2	104	106	-1	/	0	-4.7
O=C(O)C1CC(=O)N(Cc2cccnc2)C1 (configuration not stated)	8	-26	10	2	91	100	-1	/	-1	-2.3
CCCOc1ccc(OC(=O)c2ccc(Br)o2)cc1	13	7	-3	3	89	85	/	-31	-13	-1.4
CCCC1(CCC)NC(=O)N(CC(=O)c2cc(C)n(-c3ccc4c(c3)OCO4)c2C)C1=O	24	-8	-9	1	91	92	-10	-3	8	-1.2
Cc1ccc(OC(=O)COc2ccccc2C)c(-n2nc3ccccc3n2)c1	4	-20	-5	6	95	95	/	-8	/	-3.5
CCOC(=O)CNS(=O)(=O)c1cc(-c2nnc(Nc3ccc4c(c3)OCO4)c3ccccc23)ccc1C	14	-28	1	2	3.6*	3.5*	-7	/	6	-5.1
CCC(=O)Nc1ccc2c(c1)OCCO2	27	8	3	-2	95	105	/	-23	-14	0.3
O=C(O)C(Cc1ccccc1)N1C(=O)c2ccccc2C1=O (configuration not stated)	4	6	-8	0	104	89	0	16	-6	-0.6
O=C(O)C1C2C=CC(C2)C1C(=O)NCCCN1CCOCC1 (configuration not stated)	5	-1	-9	1	97	97	0	23	15	0.4
COCCCNC(=O)CCCC(=O)NCCCOC	4	-21	-4	1	96	94	0	3	-11	-1.8
COc1ccc(COc2cc(-c3cccc(OC)c3)nc3ccc(N)cc23)cc1	10	-31	11	0	14	14	/	37	-2	-3.4
Cc1ccc([N+](=O)[O-])cc1NC(=S)NC(=O)c1ccco1	23	-22	5	2	94	92	-4	25	-5	-2.6
COc1cc(/C=C/C(=O)O)cc(S(=O)(=O)NCCO)c1OC	3	-14	-15	1	95	91	-6	/	-2	-1.2
Cc1ccccc1/C=C/c1nc2ccccc2c(=O)n1Cc1ccccc1	4	-30	-6	14	77	69	-3	/	0	-3.0
O=C(NCc1cn2ccccc2n1)c1ccc(Br)o1	12	-49	-1	2	96	107	-2	/	1	-0.2
O=C1CN(c2ccccc2F)C(=O)CN1c1ccccc1F	8	-24	-2	3	91	115	-3	0	1	0.1
CC(Oc1ccccc1)c1ccnn1S(C)(=O)=O (configuration not stated)	10	-15	-17	2	99	97	/	18	-5	-0.5
CCN1CCN(Cc2coc3ccc(C)cc3c2=O)CC1	9	22	-4	1	105	104	0	/	-10	-1.2
COC(=O)c1ccc(NCCC(=O)O)cc1	2	-12	2	0	87	99	0	/	4	0.8
O=C1CCCN1c1ccc(S(=O)(=O)NCCc2ccc(Cl)cc2)cc1	13	-48	10	6	94	92	-1	6	-9	1.7
COC(=O)c1cccc(NC(=O)/C=C/c2ccc3c(c2)OCO3)c1	1	-48	-7	3	70	59	-3	/	-6	-0.4
Cc1ccsc1-c1n[nH]c(=S)n1CC(C)C	15	-36	0	2	95	87	-5	/	0	0.0
O=C(O)CCCc1ccccc1	25	-26	3	4	107	114	/	/	2	-1.1
CCCNC(=O)Nc1ccc2c(c1)N(C)C(=O)c1ccccc1S2	60*	-59	-7	0	106	114	/	-11	-12	-1.1
CC(Sc1nnc(-c2cccs2)n1Cc1ccccc1)C(=O)NCc1ccc2c(c1)OCO2 (configuration not stated)	23	-77	-9	15	79	74	-2	80*	-3	-1.3
O=S(=O)(c1cccc2nsnc12)N1CCc2ccccc2C1	14	-9	0	6	98	93	/	10	-16	-2.3
Cc1cc(C)cc(NS(=O)(=O)c2ccc(Oc3ncc(C(F)(F)F)cc3Cl)cc2)c1	10	-60	-1	5	82	81	0	26	-2	-0.9
Cc1noc(C)c1S(=O)(=O)N1CCC(C(=O)N2CCN(Cc3ccc4c(c3)OCO4)CC2)CC1	2	-17	14	3	90	107	11	73*	-8	-2.2
O=C1CCCC2=C1C(Cc1ccccc1)C1=C(CCCC1=O)O2	6	-40	-1	2	88	103	-2	/	5	-0.9
O=C(CCN1CCc2ccccc2C1)c1ccc2c(c1)OCCO2	3	-64	-2	3	64	80	0	-24	14	-2.1
CCn1cc(CNC(=O)NC2CCCCC2)c(C)n1	11	-27	4	0	89	97	-6	/	9	-0.1
COC(=O)[C@H](Cc1ccccc1)NC(=O)NCCc1ccc(S(N)(=O)=O)cc1	12	-38	1	1	102	104	-1	-19	2	-0.4
CCCNC(=O)Cn1c(=O)oc2ccccc21	3	0	-8	-2	92	106	-3	-21	-8	-2.0
COc1ccc(NC(=O)CN2CCN(c3ccccc3F)CC2)cc1	11	-31	-13	6	100	94	2	/	-6	-1.6
O=C(N/N=C/c1ccccc1)c1ccc(N2CCOCC2)c([N+](=O)[O-])c1	20*	-46	4	3	88	92	-1	/	-1	0.8
COc1ccc(CCNC(=O)NC(C(F)(F)F)C(F)(F)F)cc1OC	8	-40	0	-1	96	92	0	-12	-5	-0.7
CCCCNC(=O)C1CCCN1C(=O)Nc1cccc(OC)c1 (configuration not stated)	6	-50	-6	1	95	105	1	18	-7	1.1
Clc1ccccc1CSc1nc2ccncc2[nH]1	21	-25	-8	3	77	80	0	12	-5	-0.7
CN(C)c1ccc2c(O)cc(=O)n(C)c2c1	18	-30	-2	-1	73	76	-2	/	2	-0.8
Cc1ccc(NC2=NCC(=O)N2CCc2ccccc2)cc1C	4	-66	10	2	84	91	0	18	-6	-1.0
CCOC(=O)c1cnn(-c2nc3c(C)cccc3s2)c1C	17	-21	32*	3	82	106	-1	-30	-3	-3.2
O=C(Nc1ccc([N+](=O)[O-])cc1)C1C(c2ccccc2)=C1c1ccccc1	7	-51	1	2	81	84	1	-17	-1	-5.3
O=c1c([N+](=O)[O-])cc(C(F)(F)F)cn1Cc1c(Cl)cccc1Cl	16	-30	-3	-2	92	101	/	14	-4	-2.1

# (continued)
Structure	Measles CPE	BB579 growth dn	GALR2 antag	NPY Y2 blocker	bCat KO growth	PTEN del growth	Phagocyt inh	E-sel TNF inh	Yeast lifespan up	MRP1 act
COc1ccc(S(=O)(=O)N2CCN(c3ccc4nnc(-c5ccc(F)cc5)n4n3)CC2)cc1	5	-35	-4	-2	34	27	-1	10	-2	-4.7
CC(C)NC(=O)c1cc(C(=O)c2cc(Cl)ccc2O)coc1=N	20	-18	5	2	93	85	-1	24	-3	-1.6
Cc1ccc(Nc2c(-c3ccc(N4CCOCC4)cc3)nc3ncccn23)cc1	5	-26	4	0	87	84	/	0	-3	-3.0
Cn1c(=O)c2ncn(CC(=O)Nc3cccc(-c4nc5ccccc5s4)c3)c2n(C)c1=O	4	-54	7	2	42	41	0	-52	-15	-1.4
C=CCCC(=O)Nc1nc(C)c(-c2csc(Nc3ccc(Cl)cc3)n2)s1	3	-40	18	2	43	40	/	-17	-11	0.5
O=C(COC(=O)COc1ccc(Cl)cc1Cl)Nc1cccnc1Cl	27	-3	7	4	103	95	-3	/	-8	-1.5
Cn1nc(CC(=O)N2CCN(c3ccccc3)CC2)c2ccccc2c1=O	6	-1	-4	0	94	90	1	21	-10	0.0
Cc1sc(NC(=O)CSc2nc(N)n(CC(=O)c3ccccc3)n2)c(C#N)c1C	5	-39	9	4	102	82	-1	-30	12	-2.1
Cc1cc(NC(=O)CCC(=O)N(CC(=O)NC2CCCC2)Cc2ccccc2Cl)no1	4	-24	16	0	91	95	-4	-8	-6	-3.0
O=C(Nc1cccc(C(F)(F)F)c1)c1cc(S(=O)(=O)N2CCCCC2)ccc1N1CCOCC1	9	-38	2	-1	60	60	/	-30	-7	-2.7
CC(=O)N(C(C)=O)C1=C(C#N)C2(CCCCC2)Cc2ccccc21	4	-25	3	2	81	80	0	-18	54	-0.5
CC1CN(c2nc3c(c(=O)n(Cc4ccc(Cl)cc4)c(=O)n3C)n2C)CC(C)O1 (configuration not stated)	8	-53	3	8	65	54	0	/	-5	-4.8
COC(=O)C1=C(C)Nc2nnnn2C1c1cc(OC)ccc1OC (configuration not stated)	3	-35	3	-1	109	95	0	9	3	-2.1
